Screening results as filed in PubChem.
KinaseGlo FLuc = blocks Kinase-Glo luciferase, a counter-screen artifact; Kinase-Glo luciferase, ATP luminescence, 8 min; hit rate 0.28% among 200,000; Potency, µM (series often up to 38.3 µM), without a hit: at the highest dose activity change, negative = inhibition, usual class: inhibitors; further: potency means the concentration at half of the fitted maximal effect; on the % scale 0 is the no-effect control and ±100 the full control effect; nearly all actives have a fitted effect of over 60% in size
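Luminescence was the read-out, taken after 8-minute incubation at ambient temperature. Luciferase turned over luciferin with 10 uM ATP in imidazole pH 7.2 buffer containing KCl, MgCl2, Tween 20 and BSA.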
IMPase Li inh = IMPase inhibition in cells with lithium potentiation. CHO-M1 cells, IP1 TR-FRET (IP-One), carbachol + lithium. Potency, µM (highest dose often 59.4 µM), for inactives: at the highest dose activity, negative = IMPase inhibition, usual class: inhibitors. hit rate 0.35% among 210,000. AID 1457;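 further: IP1 builds up when IMPase is blocked and the TR-FRET signal falls; potency means the concentration at half of the fitted maximal effect; plate controls were basal vehicle for no effect and high inhibitor control for full effect; nearly all actives have a fitted effect of over 50% in size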
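Steps: plate 2000 CHO-M1 cells per well and culture 16–30 h; add compound and lithium; incubate 30 min, 37C; add d2-IP1 tracer and Eu cryptate anti-IP1 antibody in lysis buffer; read after 10 min at room temperature.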
HTT aggregate = reduces HttQ103-GFP aggregates in PC12 cells. hit rate 1.1% among 220,000. Potency, µM (highest dose often 46.1 µM), without a hit: at the top dose activity change, negative = inhibition, hits mostly inhibitors. PC12 HttQ103-GFP aggregates, Acumen cytometry, 40 h; further: potency means the concentration at half of the fitted maximal effect; on the % scale 0 is the no-effect control and ±100 the full control effect; nearly all actives have a fitted effect of over 60% in size
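PC12/HTTQ103-GFP, ecdysone-inducible; teb 100 nM; cpd qHTS titration; GFP aggregates read on laser cytometer, Ex 488/Em 500-530 nm.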
HTT cytoprotect = Huntington cell model cytoprotection by ATP luminescence; PC12 HTT-Q103 induced, cytoprotection, ATP luminescence, 40 h; Potency, µM (series often up to 56.4 µM), without a hit: cytoprotection (ATP increase), usual class: activators; hit rate 0.14% among 230,000; AID 1471;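 further: potency means the concentration at half of the fitted maximal effect; % of control where 0% means no effect; nearly all actives have a fitted effect of over 45% in size; toxic huntingtin expression switched on by the ecdysone agonist tebufenozide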
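Huntington model: PC12 line, ecdysone-inducible HTTQ103 exon1–GFP, tebufenozide 100 nM. Test articles in a dose series. Endpoint luminescence from cellular ATP.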
CBFb-RUNX1 inh = blocks binding between human CBF-beta and RUNX1 | Q01196+Q13951 | AlphaScreen CBFb-His/RUNX1-biotin binding, biochemical | Potency, µM (series often up to 59.8 µM), for inactives: at the highest dose activity, negative = inhibition, most hits filed as inhibitors | 230,000 tested, under 10 active | AID 1477; further: % of control where 0% means no effect
Target sequence (Q01196 whole entry, looked up): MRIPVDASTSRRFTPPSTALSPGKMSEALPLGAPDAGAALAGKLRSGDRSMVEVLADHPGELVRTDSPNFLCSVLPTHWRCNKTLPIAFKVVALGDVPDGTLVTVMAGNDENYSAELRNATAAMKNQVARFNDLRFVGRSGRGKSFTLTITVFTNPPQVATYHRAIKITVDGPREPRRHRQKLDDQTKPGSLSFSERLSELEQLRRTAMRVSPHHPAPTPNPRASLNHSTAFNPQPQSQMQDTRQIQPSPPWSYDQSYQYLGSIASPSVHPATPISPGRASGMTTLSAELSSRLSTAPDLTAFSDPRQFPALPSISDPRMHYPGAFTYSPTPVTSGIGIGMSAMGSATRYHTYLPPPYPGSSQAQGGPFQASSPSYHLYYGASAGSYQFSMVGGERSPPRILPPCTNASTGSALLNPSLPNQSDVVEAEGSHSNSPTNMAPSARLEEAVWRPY
Target sequence (Q13951 whole entry, looked up): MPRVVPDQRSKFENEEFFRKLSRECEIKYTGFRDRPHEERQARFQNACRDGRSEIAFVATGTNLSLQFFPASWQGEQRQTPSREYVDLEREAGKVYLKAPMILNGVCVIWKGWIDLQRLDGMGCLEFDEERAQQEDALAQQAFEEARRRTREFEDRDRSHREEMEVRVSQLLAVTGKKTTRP
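His-tagged CBF-beta and biotinylated RUNX1 (30 nM each) were premixed 20 min at room temperature, exposed to compound for 15 min, then given nickel-chelate and streptavidin AlphaScreen beads (50 ng each). After 90 min, AlphaScreen signal was read.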
LMNA splice mod = LMNA splicing modulation. HeLa LMNA splicing GFP/RFP minigene ratio, 48 h. Potency, µM (series often up to 46.1 µM), for inactives: at the highest dose ratio change, negative = inhibition, usual class: inhibitors. hit rate 0.01% among 200,000; active means well fitted inhibition curve with a large enough effect in the signal ratio, with a control signal flat, not every such curve was filed as active; inconclusive means small, poorly fitted or top-dose-only effect, or effect the other way, or a change in a side signal; the % refers to the signal ratio; further: potency means the concentration at half of the fitted maximal effect; on the % scale 0 is the no-effect control and ±100 the full control effect
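Read-out is the ratio of GFP to DsRed2 object intensity, acquired by 488 nm laser-scanning cytometry on HeLa lamin A-EGFP minigene reporter cells. Compound incubation 48 hrs at 37 °C in Opti-MEM with 2% FBS; DMSO 0.5% final.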
SMN2 splice up = enhancers of SMN2 splice variant expression | HEK293 SMN2-luciferase splicing reporter, luminescence, 30-36 h | Potency, µM (series often up to 46.1 µM), for inactives: at the highest dose activity change, positive = activation, actives largely listed as activators | hit rate 2.8% among 210,000; further: potency means the concentration at half of the fitted maximal effect; % of control where 0% means no effect; nearly all actives have a fitted effect of over 55% in size
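HEK293 cells carry an SMN2 minigene-luciferase reporter in which exon 7 inclusion puts luciferase in frame. Cells were seeded at 2000 cells/well, attached for 10-12 hours, then exposed to compounds for 30-36 hours at 37C before ONE-Glo luminescence.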
* marks the source's active call; other numbers are inactive results; u = inconclusive; x = not tested or not shown; & = joins results of further samples; [ ] = dose if it differs, or a comment. Unless noted, the call rests on the fitted dose curve; in most records, active means well fitted curve in the direction sought with a large enough effect; inconclusive means small, poorly fitted or top-dose-only effect, or another doubt; inactive means no such curve, though single readings can be large; an effect the other way counts as inactive or inconclusive. This is a random part of the collection, and some 4% of all compounds hit somewhere here.

SMILES	KinaseGlo FLuc	IMPase Li inh	HTT aggregate	HTT cytoprotect	CBFb-RUNX1 inh	LMNA splice mod	SMN2 splice up
C=CCn1c(CNC(=O)c2ccccc2C)nnc1SCC(=O)NC1CCCC1	-3%	27%[38.3 µM]	-13%	-10%	7%	8%	-15%
CCC(NC(=O)C1CCC1)c1ccccc1 (stereo not given)	4%	3%	-10%	12%[10 µM]	-1%	-9%	6%
Cc1noc(C)c1COc1cccc(C(=O)OC(C)C(=O)Nc2ccc3c(c2)OCO3)c1 (stereo not given)	-5%	16%[38.3 µM]	9%	3%	-10%	u	-9%
CCn1cc(C(=O)O)c(=O)c2cnc(N3CCN(C(=S)Nc4ccccc4C(F)(F)F)CC3)nc21	x	x	-6%[9.22 µM]	-17%[10 µM]	8%	x	x
Cc1ccc(C)c2c1cc(C)c1nnc(SCc3ccccn3)n12	5%	10%[38.3 µM]	0%	4%[10 µM]	11%	1%	11%
Cc1ccc(/C=N/n2c(-c3ccccn3)n[nH]c2=S)o1	x	x	-3%[9.22 µM]	10%[10 µM]	-26%	x	x
O=C(O)CCCC(=O)N1CC(=O)Nc2ccccc21	1%	-27%[38.3 µM]	-6%	-16%	-3%	1%	0%
COc1ccc(CNC(=O)COC(=O)C2CC3C=CC2C3)cc1 (stereo not given)	4%	-3%	-8%	-7%[10 µM]	-2%	-5%	22%
CC1CCC(Nc2nnnn2-c2ccccc2)CC1 (stereo not given)	-1%	-26%[38.3 µM]	0%	22%	2%	9%	u
O=C(NCC1CCCO1)C1CCC(N2C(=O)c3ccccc3C2=O)CC1 (stereo not given)	-9%	-13%[38.3 µM]	23%	4%	-2%	u	-16%
O=c1oc(-c2ccccc2)nc2c1C1(CCCCC1)Cc1ccccc1-2	2%	13%[38.3 µM]	21%	u	5%	7%	-41%[inhibitor]
C/C(=N\O)c1cc(Cl)cc(Cl)c1O	x	x	0%[9.22 µM]	39%[10 µM]	15%	10%[46 µM]	x
CS(=O)(=O)c1ccccc1-c1nnc(-c2ccc(Cl)cc2)o1	-2%	18%	4%	-71%[inhibitor]	5%	9%[46 µM]	4%
COc1c(O)ccc2c1CN1CCc3cc4c(cc3[C@@H]1C2)OCO4	-4%[7.66 µM]	8%	x	0%[10 µM]	x	x	-6%[9.22 µM]
Cc1nn(-c2cccc(Cl)c2)c2c1C(c1ccncc1)C(C#N)=C(N)O2 (stereo not given)	-3%	25%[38.3 µM]	u	12%	u	u	-10%
CCOC(=O)c1[nH]c2ccccc2c1NC(=O)COC	1%	-1%[38.3 µM]	-6%	-14%	1%	0%	5%
Cc1cccc(NC(=S)NNC(=O)CCn2cc(C)cn2)c1	0%	-5%[38.3 µM]	16%	9%	-7%	-5%	12%
COc1cc(OC)c(OC)cc1/C=C/c1cc(C(F)(F)F)[nH]c(=O)n1	-3%	1%	22%[9.22 µM]	11%[10 µM]	1%	-4%[46 µM]	x
COc1cc(O)c(C(CC(=O)N2CCCC(C)C2)c2ccc(N(C)C)cc2)c(OC)c1 (stereo not given)	x	x	11%[9.22 µM]	-3%[10 µM]	-19%	x	x
CC1CC(C)CN(CCCCOc2ccc([N+](=O)[O-])cc2)C1 (stereo not given)	4%	12%	1%	4%[10 µM]	-7%	-5%	-13%
Cc1c(NC(=S)NC(=O)C(C)(C)C)cccc1[N+](=O)[O-]	-1%	2%	-16%	8%[10 µM]	-2%	-6%	-14%
Cc1cc(OC(=O)N2CCOCC2)cc(C)c1Cl	12%	-15%[38.3 µM]	-6%	-21%[0.074 µM]	9%	16%	-10%
C=CCn1c(C)nc2ccccc2c1=O	-1%	8%	12%[9.22 µM]	9%[10 µM]	5%	8%[46 µM]	x
COc1cc(/C=N/NC(=O)c2ccc(Cl)c(S(N)(=O)=O)c2)ccc1OCC(N)=O	x	x	3%[9.22 µM]	1%[10 µM]	1%	u	x
O=C1CC(N2CCc3ccccc32)C(=O)N1c1ccccc1 (stereo not given)	x	x	-16%[9.22 µM]	17%[10 µM]	6%	x	x
N#Cc1c(N)nc2c(c1N)CC(CCl)O2 (stereo not given)	-1%	-1%	0%	x	-3%	11%	27%
CCOc1cc(NC(=O)c2cccs2)c(OCC)cc1NC(=O)c1ccccn1	1%	-6%	0%[9.22 µM]	17%[10 µM]	4%	27%[46 µM]	x
NNC(=O)CCSc1ccccc1	-2%[7.66 µM]	-5%	x	-16%[10 µM]	x	x	-14%[9.22 µM]
O=C(c1ccc(F)cc1)c1cc2ccccc2o1	x	x	-4%	-32%	16%	-7%	x
O=C1C2C(c3ccccc3)=NN(c3ccccc3)C2C(=O)N1c1ccccc1 (stereo not given)	3%	-12%	13%	x	u	4%	-1%
CCCCC(=O)Nc1ccccc1C(C)C	0%	3%	6%[9.22 µM]	5%[10 µM]	6%	-6%[46 µM]	x
Cc1cc(C)cc(OCC(=O)Nc2ccc(CN3CCCCC3)cc2)c1	5%	30%[activator]	3%[9.22 µM]	-24%	-2%	x	-3%
CCCN1CCN(C(=O)Cn2cnc3ccc(S(=O)(=O)N4CCC(C)CC4)cc3c2=O)CC1	0%	-2%	-7%	-23%	3%	x	-26%
O=C(NC1CCS(=O)(=O)C1)/C(=C/c1ccco1)NC(=O)c1ccccc1 (stereo not given)	0%	4%	0.18µM*	0.14µM*	-9%	x	-1%
CNC(=S)NNc1ccccc1[N+](=O)[O-]	-3%	-12%	-9%	-42%[inhibitor]	-8%	x	11%
CCOCCCNC(=O)CN1C(=O)CSc2cc(S(=O)(=O)N3CCCCCC3)ccc21	x	x	1%	7%[0.074 µM]	3%	4%	x
CSCC[C@H](NC(=O)OC(C)(C)C)C(=O)N1CCC(C(=O)N[C@H](C(=O)O)C(C)C)CC1	1%	2%[38.3 µM]	9%	-13%[0.074 µM]	0%	-4%	7%
COC(=O)C1=C(C)NC(C)=C(C(=O)OCC(C)C)C1c1ccccc1[N+](=O)[O-] (stereo not given)	x	x	-5%	-102%[inhibitor]	x	u	x
COc1ccc(C(=O)NCc2nnc(SCC(=O)Nc3nc4ccc(C)cc4s3)o2)cc1OC	3%	-4%	11%	x	0%	10%	u
O=C(Nc1ccon1)c1csc2ccccc12	1%	-8%[38.3 µM]	-12%	11%[0.074 µM]	6%	u	u

Laid out differently: 3 of the compounds above
| mol | KinaseGlo FLuc | IMPase Li inh | HTT aggregate | HTT cytoprotect | CBFb-RUNX1 inh | LMNA splice mod | SMN2 splice up |
| --- | --- | --- | --- | --- | --- | --- | --- |
| CSCC[C@H](NC(=O)OC(C)(C)C)C(=O)N1CCC(C(=O)N[C@H](C(=O)O)C(C)C)CC1 | 1% | 2%[38.3 µM] | 9% | -13%[0.074 µM] | 0% | -4% | 7% |
| COC(=O)C1=C(C)NC(C)=C(C(=O)OCC(C)C)C1c1ccccc1[N+](=O)[O-] (stereo not given) | x | x | -5% | -102%[inhibitor] | x | u | x |
| COc1ccc(C(=O)NCc2nnc(SCC(=O)Nc3nc4ccc(C)cc4s3)o2)cc1OC | 3% | -4% | 11% | x | 0% | 10% | u |

Next results
SMILES	KinaseGlo FLuc	IMPase Li inh	HTT aggregate	HTT cytoprotect	CBFb-RUNX1 inh	LMNA splice mod	SMN2 splice up
O=C1c2ccccc2S(=O)(=O)c2cc(C(=O)N(c3ccccn3)c3ccccn3)ccc21	2%	-4%	-13%	-6%[10 µM]	-10%	-5%	28%
O=C(/C=C/c1ccccc1)NC1CCS(=O)(=O)C1 (stereo not given)	2%	4%	8%	20%[0.074 µM]	3%	-6%	18%
CC(=O)N(NC(N)=O)C(C)CC(=O)C1C(C)C=CCC1(C)C (stereo not given)	x	x	8%[9.22 µM]	-1%[10 µM]	4%	x	x
CN1OC(CC(=O)O)N(c2ccc(Cl)cc2)C1=O (stereo not given)	-2%	13%[38.3 µM]	20%	3%	3%	-3%	-31%[inhibitor]
COC(=O)c1ccc(CSc2nnc(CNC(=O)c3ccc(OC)cc3)o2)o1	-3%	1%[38.3 µM]	13%	9%	-1%	7%	0%
C[n+]1c2n(c3ccccc31)N=C(c1ccccc1)CS2	-2%&-1%	11%	10µM*	-49%&-87%[inhibitor]	-16%&-7%	5%	-71%[inhibitor]
COc1ccc(NC(=O)C(NC(=O)c2ccc(=O)[nH]c2)c2ccc(OC)cc2)cc1 (stereo not given)	2%	3%	11%	-4%[10 µM]	7%	-15%	3%
CC(C)Cc1ccc(S(=O)(=O)N2CCN(C(=O)c3ccco3)CC2)cc1	3%	17%[38.3 µM]	10µM*	-17%[0.074 µM]	5%	u	-62%[inhibitor]
O=C(c1ccco1)N1CCN(Cc2nc3ccccc3c(=O)n2-c2ccc(F)cc2)CC1	-4%	35%[38.3 µM]	14%	-9%	0%	-25%	-7%
Cc1cc(C)n2nc(C(=O)N3CCOCC3)nc2n1	-5%	5%[38.3 µM]	-10%	-17%[10 µM]	-9%	6%	-3%
Cc1ccc2cc(C)c(SCC(=O)Nc3ccc(S(=O)(=O)N4CCCC4)cc3)nc2c1	x	x	10%[9.22 µM]	26%[10 µM]	4%	x	x
COc1nc2ccccc2c(=O)n1OCC(C)C	-2%	-7%[38.3 µM]	-21%	-6%	-10%	-1%	-12%
Cc1cc(NC(=S)Nc2cccnc2)ccc1Br	2%	9%	-23%	-14%	-10%	x	x
CCOC(=O)c1ccccc1NC(=O)COC(=O)C1=COCCO1	-2%	0%	-11%	15%[10 µM]	12%	-4%	-21%
CCOc1ccc(-c2nc(S(=O)(=O)c3ccccc3)c(NCc3cccnc3)o2)cc1	-3%	13%	-2%	8%[10 µM]	-8%	0%	u
CC(C)(C)C1=C(C#N)C(c2cccnc2)C(C#N)=C(N)O1 (stereo not given)	-1%	1%	u	11%[10 µM]	-9%	-5%	18%
CC(C)(C)NC(=O)NC(=O)COC(=O)c1cccc(S(=O)(=O)N2CCCCC2)c1	3%	9%	2%	22%[10 µM]	10%	6%	11%
CC(=O)c1cccc(NC(=O)CC2S/C(=N/N=C/c3ccccc3)NC2=O)c1 (stereo not given)	-1%	9%	12%	-3%	-1%	-1%[46 µM]	-7%
CC1=NN(c2nc(-c3ccc(C)cc3)cs2)C(=O)C1N=Nc1ccccc1O (stereo not given)	-2%	11%	-33%[9.22 µM]	-60%[inhibitor][10 µM]	u	u	x
CCc1nc(SCc2cccnc2)c(C#N)cc1C	0%	-2%[38.3 µM]	-33%	6%[10 µM]	0%	23%	-2%
CCNC(=S)N1CCN(C(=O)c2ccco2)CC1	3%	-14%[38.3 µM]	10%	-6%	1%	-2%	7%
